CDK5 inh: blocks human CDK5/p35 kinase activity; Q00535+Q15078; Recombinant CDK5/p35, ADP-Glo luminescence, 60 min; inhibition, % at 10 µM; 330,000 compounds, 0.01% hits; AID 488839;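 active = highest replicate inhibition of at least 50% and at least 75% of replicates reaching 50%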;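 note: plate controls were DMSO neutral control for no effect and GW8510 at 10 µM for full effect; many of its hits are not listed in these tables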
dFosB act: mouse delta FosB homodimer activation; P13346; 340,000 compounds, 0.99% hits; purified delta FosB, TAMRA-CDK5 oligo fluorescence polarization; percent of positive-control signal above neutral wells; AID 493131; activation, % at 25 µM;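 active = mean activation above about 17%, with every replicate also reaching it, limit read from the data, passing the limit was not always enough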;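 note: fluorescence polarization rise as delta FosB binds a TAMRA Cdk5 AP-1 oligo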
Target sequence (P13346 whole entry, looked up): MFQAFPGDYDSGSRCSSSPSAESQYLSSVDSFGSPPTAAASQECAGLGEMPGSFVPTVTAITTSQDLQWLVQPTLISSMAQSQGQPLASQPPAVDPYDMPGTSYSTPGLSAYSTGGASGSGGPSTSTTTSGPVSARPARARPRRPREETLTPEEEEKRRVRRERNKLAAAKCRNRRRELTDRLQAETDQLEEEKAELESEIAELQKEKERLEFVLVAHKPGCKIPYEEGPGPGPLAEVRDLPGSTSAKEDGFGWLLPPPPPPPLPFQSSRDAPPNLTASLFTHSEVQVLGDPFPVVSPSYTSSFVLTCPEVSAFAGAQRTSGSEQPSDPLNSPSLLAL
MITF TRPM1 HTS: activators of MITF-driven TRPM1 promoter activity in SK-MEL-5 cells. SK-MEL-5 TRPM1-promoter luciferase, 24 h; % of positive control, neutral wells = 0. activation, % at 12.5 µM. 300,000 compounds, 0.75% hits. AID 588334;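 active = mean activation of at least 80% with every replicate also reaching 80%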;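 note: 0% = neutral control wells and 100% = parthenolide positive control wells; values of inactives mirror those of a sister screen read the other way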
SR-BI HDL uptake: inhibitors of mouse SR-BI mediated HDL lipid uptake; Q61009; ldlA[mSR-BI] CHO cells, DiI-HDL uptake fluorescence, 3 h; inhibition, % at 12.5 µM; 320,000 compounds, 0.96% hits;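 active = mean replicate inhibition of at least 70% and a set share of replicates each scoring 70 or more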;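 note: 0% = median of neutral control wells and 100% = median of positive control wells; values of inactives mirror those of a sister screen read the other way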
RTF Ca sens act: cardiac RTF calcium sensitization | IANBD-labeled TnC RTF fluorescence at EC20 calcium; 0% EC20 calcium, 100% full calcium | activation, % at 7.2 µM | AID 493008 | 340,000 compounds, 0.24% hits;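 active = activation above the mean over all tested compounds plus 3 SD, cut at about 30% in these data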;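 note: rise in fluorescence read as greater calcium sensitivity of cardiac thin filaments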
PvdQ inh: blocks Pseudomonas aeruginosa PvdQ acylase activity; purified PvdQ acylase, fluorescence plate reader; inhibition, % at 10 µM; 340,000 compounds, 0.063% hits; in the data active = inhibition above about 30%, passing the limit was not always enough;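 note: 0% = vehicle neutral wells and 100% = reference inhibitor wells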
Wnt bcat act: Wnt/beta-catenin pathway activation; AID 743398; 300,000 compounds, 1.2% hits; Wnt/beta-catenin reporter cell assay, activator, plate reader; activation, % at 9.35 µM; in the data active = activation above about 30%, passing the limit was not always enough;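 note: 0% = neutral control wells and 100% = positive control wells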
Rtt109 Vps75: C. albicans Rtt109 histone acetyltransferase inhibition. Q5AAJ8. purified Rtt109/Vps75, ThioGlo CoA-SH fluorescence, 4 h. inhibition, % at 34.9 µM. 330,000 compounds, 0.16% hits;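 active = inhibition of at least 50% in every replicate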
Target sequence (Q5AAJ8 whole entry, looked up): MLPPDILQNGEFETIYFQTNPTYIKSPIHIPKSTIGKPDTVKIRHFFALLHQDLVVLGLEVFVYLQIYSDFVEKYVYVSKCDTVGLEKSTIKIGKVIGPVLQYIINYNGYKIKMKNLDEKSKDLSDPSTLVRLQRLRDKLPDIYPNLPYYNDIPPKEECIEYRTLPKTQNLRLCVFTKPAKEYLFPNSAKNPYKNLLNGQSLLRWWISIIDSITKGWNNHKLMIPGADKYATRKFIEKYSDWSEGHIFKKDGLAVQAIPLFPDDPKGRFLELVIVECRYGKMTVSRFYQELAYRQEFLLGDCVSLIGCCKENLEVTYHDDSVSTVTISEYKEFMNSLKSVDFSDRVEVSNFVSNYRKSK
HTR5A ag: activates human HTR5A in OPRM1-OPRD1 agonist counter-screen; P47898; HTR5A agonist assay, luminescence, cell-based; activation, % at 9.3 µM; 340,000 compounds, 0.61% hits; AID 504692; in the data active = activation mostly above about 9.5%, no sharp cut-off; inactive = mostly below about 7.6%;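 note: 0% = cells with vehicle only and 100% = reference agonist; strong numbers were not always called active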
Target sequence (P47898 whole entry, looked up): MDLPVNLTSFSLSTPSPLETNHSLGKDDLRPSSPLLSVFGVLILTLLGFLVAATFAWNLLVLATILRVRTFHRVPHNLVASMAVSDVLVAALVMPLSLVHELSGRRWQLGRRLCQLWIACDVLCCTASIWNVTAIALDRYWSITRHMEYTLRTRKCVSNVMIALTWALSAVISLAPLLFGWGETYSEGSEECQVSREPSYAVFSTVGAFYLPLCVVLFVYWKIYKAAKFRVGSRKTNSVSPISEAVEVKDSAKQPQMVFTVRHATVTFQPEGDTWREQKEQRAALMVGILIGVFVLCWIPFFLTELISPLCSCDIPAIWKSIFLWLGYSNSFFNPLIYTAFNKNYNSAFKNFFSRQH
SR-BI DiI-HDL act: enhances SR-BI lipid uptake from DiI-HDL | 320,000 compounds, 0.096% hits | CHO ldlA[mSR-BI] cells, DiI-HDL uptake fluorescence, 3 h; 100 = double the neutral-control signal | activation, % at 12.5 µM | AID 504775;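 active = mean replicate activation of at least 60% and every replicate at or above 60%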;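 note: 0% = median plate neutral-control signal and 100% = twice that signal; values of inactives mirror those of a sister screen read the other way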
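System: LDL receptor-deficient CHO ldlA cells overexpressing murine SR-BI | Timing: 3 h uptake period with compound, 37 °C | Medium: HEPES-buffered (25 mM, pH 7.4) F12 plus 0.5% BSA | Dosing: Single-point compound dose | Signal: Bottom-read fluorescence, 550/595 nm | Read-out: Retained DiI signal reflecting DiI-HDL uptake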
Active calls of the source: *; / = no result given.

SMILES	CDK5 inh	dFosB act	MITF TRPM1 HTS	SR-BI HDL uptake	RTF Ca sens act	PvdQ inh	Wnt bcat act	Rtt109 Vps75	HTR5A ag	SR-BI DiI-HDL act
COc1ccccc1OCCNC(=O)c1cc(F)c(F)cc1Cl	1.4	2	20	-5	-4	1	8	3	4	5
COc1ccc(CSc2nnc(CNS(C)(=O)=O)o2)cc1	1.3	2	12	7	6	-4	/	-2	-6	-7
O=C(CN1N=C(c2ccccc2)CCC1=O)NCc1cccs1	1.2	1	-4	0	5	-3	1	-3	2	0
CC(=O)C1=C(O)C(=O)N(c2ccc(S(=O)(=O)Nc3nccs3)cc2)C1c1ccc(F)cc1 (stereo unspecified)	-0.5	-4	0	-14	1	-4	5	-1	4	14
O=C(c1ccco1)N1CCN(Cc2c(Cl)cccc2Cl)CC1	0.9	-5	74	-6	-5	-5	9	-2	1	6
C=CCNC(=S)NCc1ccccc1OC	-1.1	-6	-1	-11	3	-5	0	0	-2	11
O=C(N/C(=C\c1ccccc1)C(=O)N1CCOCC1)c1ccccc1Br	0.1	3	6	-4	-1	-4	-1	-12	-1	4
O=C(COc1ccc(Cl)c2cccnc12)N1CCOCC1	-0.5	-2	/	-10	-1	-4	5	-3	1	10
Clc1ccc(/C=N/Nc2nc(Cl)nc3ccccc23)cc1	-1.1	-15	/	/	4	-17	/	-1	-5	/
CCOC(=O)/C(=N\Nc1ccccc1Cl)N(C)C1CCS(=O)(=O)C1 (stereo unspecified)	-2.5	2	0	-3	-4	-2	-1	11	-3	3
CN(C)S(=O)(=O)c1cccc(C(=O)Nc2cccnc2)c1	1.1	4	-9	/	-5	4	0	8	-1	/
Cc1cccc(-c2ccc3c(c2)C2CC3CCN2)c1 (stereo unspecified)	0.5	-6	22	-12	-4	-15	2	4	0	12
CCN(c1ccccc1)S(=O)(=O)c1ccc(C(=O)Nc2cccc(NC(C)=O)c2)cc1	0.1	-12	-13	48	-4	-16	0	2	0	-48
CC(C)n1nnnc1SCC(=O)Nc1ccccc1N1CCOCC1	-1.4	-3	-12	6	1	-17	/	-3	-3	-6
O=C(N/N=C/c1cccnc1)c1cc(C2CC2)nc2ccccc12	-1.5	-4	-13	/	5	-10	/	-1	-1	/
c1ccc(-c2c[nH]c(-c3ccccc3)c2)cc1	-0.9	-1	35	10	-7	-13	7	-3	5	-10
N#Cc1c(N)nc2c(c1-c1cccnc1)CCCCC2	0.0	-2	7	-27	3	-11	-13	-11	-1	27
Cc1ccc(NC(=O)CCC(=O)OCC(=O)c2ccc(Oc3ccc([N+](=O)[O-])cc3)cc2)cc1C	-0.5	-4	/	8	3	-14	-2	-3	3	-8
CC[C@]12c3[nH]c4ccccc4c3CCN1C(=O)C(CC(=O)NCCc1ccccn1)C[C@@H]2C(=O)N1CCN(C(=O)c2ccco2)CC1 (stereo partly specified)	5.0	-4	6	-3	-6	7	-2	-2	-3	3
CSc1ccc(CN(C)C(=O)c2cc(=O)[nH]c3ccccc23)cc1	-0.8	-1	3	/	-6	-12	-2	-2	2	/
O=c1c2ccccc2sn1-c1ccc(S(=O)(=O)N2CCCCC2)cc1	3.5	2	-5	-31	0	2	/	-1	-4	31
COc1ccc2nc(NC(=O)c3ccccc3O)sc2c1	8.7	-4	88*	-3	5	0	38*	-6	1	3
Cc1cc(C(=O)CSc2nnc(-c3ccco3)o2)c(C)n1-c1ccc2c(c1)OCCO2	-0.4	2	-19	12	-1	2	/	1	3	-12
CC(C)[C@H](NC(=O)c1ccccc1Cl)C(=O)OCc1cc(=O)n2cc(Br)ccc2n1	-1.2	4	3	-24	2	-13	-1	-4	-2	24
CCn1cc(CN2CCCC(CO)(Cc3ccc(F)cc3)C2)c2ccccc21 (stereo unspecified)	-0.1	-12	-11	5	3	-6	0	-4	1	-5
SMILES	CDK5 inh	dFosB act	MITF TRPM1 HTS	SR-BI HDL uptake	RTF Ca sens act	PvdQ inh	Wnt bcat act	Rtt109 Vps75	HTR5A ag	SR-BI DiI-HDL act
COc1ccc(/C(C)=N\Nc2nc(-c3ccccc3)cc(=O)[nH]2)cc1	0.0	-2	-9	73*	-7	-4	0	-1	-1	-73
COc1ccc(NC(=O)N(C)C[C@H]2Oc3c(NC(=O)Cc4ccccc4)cccc3C(=O)N([C@H](C)CO)C[C@@H]2C)cc1	-2.1	-6	0	36	5	-16	6	7	0	-36
CCCC(=O)Nc1ccc(S(=O)(=O)Nc2cc(C)nc(C)n2)cc1	-0.4	-3	9	-20	0	-20	/	-7	1	20
CC1(C)CC(=O)C(=Cc2cn(-c3ccccc3)nc2-c2ccccc2)C(=O)C1	-3.7	-8	-10	/	-3	-13	-1	-5	4	/
Cc1ccc(C)c(NS(=O)(=O)c2ccc(NC(=O)CSc3ccc(Cl)cc3)cc2)c1	-1.9	-8	-10	-2	-4	-6	-4	-5	1	2
CCOC(=O)c1cnn(-c2ccccc2)c1NC(=O)CSc1nnc(-c2cccs2)n1CC	-0.2	2	3	-7	-1	-9	/	-1	-3	7
Cc1ccc2[nH]c(O)c(N=NC(=O)CCc3ccccc3)c2c1Br	0.3	17*	-3	-3	-4	-11	-2	-5	-4	3
Cc1ccc(C)c(N(C(=O)c2snc(C(N)=O)c2N)C(C(=O)NCC2CCCO2)c2cccs2)c1 (stereo unspecified)	0.4	-10	-10	-15	3	-2	0	-20	-2	15
O=C(Nc1ccccn1)c1ccc(S(=O)(=O)c2ccc(Cl)cc2)cc1	-0.6	0	16	4	-2	-1	-1	6	5	-4
CCN(CC)c1ccc(/C=N/n2c(C)cc(C)cc2=O)cc1	-0.3	-1	1	-16	6	-15	-3	-9	2	16
Fc1ccc(C(c2nnnn2Cc2cccs2)N2CCN(C3CCCC3)CC2)cc1 (stereo unspecified)	-1.6	-6	13	-7	-2	-16	-4	-4	-3	7
S=c1[nH]nc(-c2ccncc2)n1/N=C/C=C/c1ccccc1	-0.7	-7	/	-22	1	-12	6	3	6	22
COc1cccc2cc(C(=O)NCCN3CCOCC3)oc12	0.1	-5	1	-13	-1	-8	-2	-2	0	13
Cc1cccc(NCc2ccc(O)c3ncccc23)c1	-0.4	-17	-36	-7	1	4	-6	2	5	7
CC(=O)C1=C(C)N2CCN=C2S1	0.2	-13	7	0	-3	-1	0	-4	-7	0
COCCNC(=O)c1ccc(NC(C)=O)cc1	0.8	-4	7	-27	2	6	-5	-9	5	27
c1cc(CNc2ccc3c(c2)OCCO3)ccn1	0.3	3	-10	-9	3	2	/	-4	4	9
CCCc1c(C(=O)NNc2ccc(C)cc2)cnn1-c1ccccc1	1.2	-8	/	-17	-5	3	-8	-3	2	17
O=C(NCC1COc2ccccc2O1)C1CCC(CNc2c(N3CCCCC3)c(=O)c2=O)CC1 (stereo unspecified)	-1.8	-6	-2	/	1	-17	-3	3	14	/
COc1ccc(C2CC(c3ccccc3C)n3nc(N)nc3N2)cc1 (stereo unspecified)	0.8	-6	12	-10	8	1	1	3	2	10
CCOC(=O)C1CCCN(S(=O)(=O)c2c(C)noc2C)C1 (stereo unspecified)	1.5	3	0	-21	-2	-11	-2	-2	-1	21
CC1CCN(S(=O)(=O)c2ccc(C(=O)Nc3sccc3C(N)=O)cc2)CC1	-1.9	53*	21	0	3	-15	0	-32	5	0
O=C(CNc1ccc(Br)cc1)Nc1ccc(S(=O)(=O)N2CCCC2)cc1	-2.0	-7	6	22	-7	-9	-3	5	12	-22
O=C(NCCCn1ccnc1)c1ccc(S(=O)(=O)Nc2ccccc2)cc1	-0.1	-3	-1	/	1	-13	0	-7	-1	/
COc1ccc(N(C(=O)CNC(=O)c2cccs2)C(C(=O)NCC2CCCO2)c2ccccc2)c(OC)c1 (stereo unspecified)	1.5	-12	-8	8	4	-10	-1	-13	-8	-8
SMILES	CDK5 inh	dFosB act	MITF TRPM1 HTS	SR-BI HDL uptake	RTF Ca sens act	PvdQ inh	Wnt bcat act	Rtt109 Vps75	HTR5A ag	SR-BI DiI-HDL act
CCCCCCn1cnc2c(c1=O)c1nc3ccccc3nc1n2Cc1cccs1	-0.4	1	11	8	7	-23	/	-3	7	-8
CCCCCc1c(C)c(C#N)c2nc3ccccc3n2c1-n1ccnc1C	-6.6	-7	/	-6	11	-6	2	2	1	6
Nc1nc(SCC(=O)Nc2ccc(C(F)(F)F)cc2)[nH]c(=O)c1NC(=O)c1ccc(F)c(F)c1	1.3	50*	7	-55	-2	-12	-1	-7	2	55
CCN(CC)S(=O)(=O)c1ccc(C)c(NC(=O)CSc2nnnn2C)c1	0.4	4	-7	15	-6	-15	-3	2	6	-15
O=C1CCC(=O)N1CNc1cccnc1	0.9	4	5	-12	3	-16	-1	2	-4	12
CC(C)(C)S(=O)(=O)c1nc2ccccc2s1	-0.4	1	/	-30	1	-5	9	-7	0	30
C=CCn1c(SCC(=O)Nc2ccc(NC(C)=O)cc2)nc2sc(C)c(C)c2c1=O	-0.1	8	0	32	-1	5	-1	22	-1	-32
CN(C)c1ccc(N=Nc2cccc(F)c2)cc1	2.2	-1	49	8	-2	14	52*	23	-4	-8
COc1ccccc1CNC(=O)CN(c1ccc(C)cc1)S(=O)(=O)c1c(C)n[nH]c1C	0.7	-19	0	-3	-7	2	-3	6	2	3
COc1ccccc1CC(=O)N1CCCc2ccccc21	-0.3	-2	2	-2	4	-13	/	-10	-4	2
Cc1ccccc1N1C(=O)c2ccccc2C1Nc1cccnc1 (stereo unspecified)	0.4	-6	-7	-19	0	-8	-1	1	7	19
CCOC(=O)Cn1c(=O)c(-c2cc(Br)ccc2N)nc2ccccc21	1.1	-16	-8	25	44*	8	0	0	1	-25
COc1cccc(OC)c1C(=O)NNC(=O)c1ccccc1-n1cccc1	-1.6	6	-1	5	22	-14	1	-17	-1	-5
COc1ccc(C(=O)Nc2ccc3nc(N4CCOCC4)sc3c2)cc1OC	-0.3	-8	4	20	-4	-11	-1	-2	0	-20
C[C@H](CO)N1C[C@H](C)[C@@H](CN(C)C(=O)Nc2ccc3c(c2)OCO3)Oc2c(NC(=O)Nc3ccc(C(F)(F)F)cc3)cccc2C1=O	-1.0	6	-9	17	-9	-2	-4	3	5	-17
Cc1ccc(NS(=O)(=O)c2ccc(C(=O)NNC(=O)c3ccccc3O)cc2)cc1	-1.2	-8	-16	120*	-5	-4	-8	13	-3	-120
COc1ccc(S(=O)(=O)NCc2ccccc2)cc1Br	0.1	-3	/	14	1	5	-2	3	0	-14
CC1(C)CC(=O)C2=C(C1)OC(N)=C(C#N)C21C(=O)N(Cc2ccccc2Cl)c2ccccc21 (stereo unspecified)	-0.1	3	-2	-8	5	-11	2	3	3	8

With a hit mark in dFosB act (from the list above):
compound	CDK5 inh	dFosB act	MITF TRPM1 HTS	SR-BI HDL uptake	PvdQ inh	Wnt bcat act	Rtt109 Vps75	SR-BI DiI-HDL act
Cc1ccc2[nH]c(O)c(N=NC(=O)CCc3ccccc3)c2c1Br	0.3	17*	-3	-3	-11	-2	-5	3
CC1CCN(S(=O)(=O)c2ccc(C(=O)Nc3sccc3C(N)=O)cc2)CC1	-1.9	53*	21	0	-15	0	-32	0
Nc1nc(SCC(=O)Nc2ccc(C(F)(F)F)cc2)[nH]c(=O)c1NC(=O)c1ccc(F)c(F)c1	1.3	50*	7	-55	-12	-1	-7	55
